PTHR1 ag – activates the human parathyroid hormone receptor PTHR1; HEK293 GP2 PTHR1 cells, GloSensor cAMP luminescence, 1 h; hit rate 0.075% among 410,000; Q03431; Potency, µM (titrated, usually from 115 µM), for inactives: top-dose activation, most hits filed as activators; note: nearly all actives have a fitted effect of over 55% in size; some results filed as inactive show a strong effect at the top dose; inactives centre near -15; many of its hits are not listed in these tables
Target sequence (Q03431 whole entry, looked up): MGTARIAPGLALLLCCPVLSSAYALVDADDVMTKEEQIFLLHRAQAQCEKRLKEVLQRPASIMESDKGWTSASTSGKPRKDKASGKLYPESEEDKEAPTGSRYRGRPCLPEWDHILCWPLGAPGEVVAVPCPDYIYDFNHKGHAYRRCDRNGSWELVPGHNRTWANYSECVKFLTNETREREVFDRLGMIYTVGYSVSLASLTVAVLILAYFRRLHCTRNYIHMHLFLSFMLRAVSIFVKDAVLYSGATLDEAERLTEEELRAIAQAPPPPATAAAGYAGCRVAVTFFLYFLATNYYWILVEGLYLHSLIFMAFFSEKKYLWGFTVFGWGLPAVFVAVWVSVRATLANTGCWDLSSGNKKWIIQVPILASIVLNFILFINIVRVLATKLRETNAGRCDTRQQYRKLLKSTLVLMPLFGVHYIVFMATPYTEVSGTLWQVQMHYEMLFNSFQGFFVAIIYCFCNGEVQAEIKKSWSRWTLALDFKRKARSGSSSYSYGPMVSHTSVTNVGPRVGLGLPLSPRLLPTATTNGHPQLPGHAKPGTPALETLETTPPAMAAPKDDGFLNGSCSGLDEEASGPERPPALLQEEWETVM
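HEK-293-derived GP2 cells expressing PTHR1 and a GloSensor cAMP reporter, 3,000/well, plated overnight, given luciferin plus IBMX (each 0.5 mM as added) for 1 h at 37 °C, then compound for 1 h at 37 °C. Luminescence was read after 15 min at room temperature.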
FUS suppressor – FUS proteinopathy suppression in yeast | S. cerevisiae FUS-expressing, growth rescue, OD600, 24 h | Potency, µM (series often up to 76.6 µM), without a hit: top-dose growth rescue (activation), hits mostly activators | hit rate 0.24% among 390,000 | AID 1347120;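 note: plate controls were DMSO vehicle for no effect and reference control for full effect; nearly all actives have a fitted effect of over 55% in size; some results filed as inactive show a strong effect at the top dose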
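Yeast expressing FUS under galactose induction, OD 0.005 in 2% galactose medium; compounds in a dilution series, 24 h at 30C. Growth rescue by absorbance at 600 nm; CP55940 positive control, DMSO negative.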
TDP43 rescue – inhibitors of TDP-43 toxicity in yeast; TDP-43 expressing yeast growth rescue, BacTiter-Glo, 24 h; Potency, µM (series often up to 46.1 µM), for the others: at the highest dose growth rescue (activation), actives largely listed as activators; hit rate 1.8% among 410,000; AID 652104; note: % of control where 0% means no effect; nearly all actives have a fitted effect of over 50% in size
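Galactose-induced TDP-43 yeast, OD600=0.02, compound pinned; 24 hr, 30 deg C; BacTiter-Glo luminescence for growth. Inhibitors of TDP-43 toxicity read as activators.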
* = called active by the depositor; i = inactive; ? = inconclusive; [ ] = another dose, or the depositor's remark. Calls come from the whole dose curve; as a rule, active = well fitted curve in the direction sought with a large enough effect; inconclusive = small, poorly fitted or top-dose-only effect, or another doubt; inactive = no such curve, though single readings can be large; an effect the other way counts as inactive or inconclusive. Potency is the fitted concentration of half-maximal effect.

Below each compound: PTHR1 ag | FUS suppressor | TDP43 rescue
- CCC(Sc1nnc2c(n1)[nH]c1ccccc12)C(=O)Nc1ccccc1OC (stereo not drawn)
→ -22% | 4% | 13%
- CC(C)C1N=C2c3ccccc3N=C(SCC(=O)NCc3ccccc3Cl)N2C1=O (stereo not drawn)
→ -9% | 13% | 15%
- CCOC(=O)c1c(NC(=O)c2ccccc2C)sc2c1CCCC2
→ -10% | 13% | 20%
- COc1ccc(OCC(=O)Nc2ccc(Cl)c(-c3nc4ncccc4o3)c2)cc1
→ -76%[inhibitor] | -5% | 10%
- COc1ccc(Cl)cc1C(=O)NCC(c1ccc(N(C)C)cc1)N1CCCC1 (stereo not drawn)
→ ? | -6% | -4%
- CCc1cccc(C)c1NC(=O)Cn1cc2c(n1)CCCC2
→ -3% | -24% | 6%[9.22 µM]
- Cc1cccc(N2CCN(C(=O)CN3C(=O)CSc4c3c(C)nn4-c3ccccc3)CC2)c1C
→ i | -10% | 20%
- CC(C)NC(=O)C1CCC(Cn2c(=O)c3sccc3n(CC(=O)Nc3ccccc3)c2=O)CC1 (stereo not drawn)
→ -20% | -18% | 12%
- COc1ccc(-n2nc(C(=O)N(C)c3cc(Cl)ccc3OC)c3c4ccccc4n(C)c3c2=O)cc1
→ -21% | -17% | 24%
- CCCCNc1nc(Oc2ccc(=O)[nH]n2)nc(N(C)C)n1
→ i | -14% | 20%
- Cc1nc2sccn2c(=O)c1S(=O)(=O)Nc1cc(Cl)ccc1O
→ -15% | -11% | 4%
- O=C(CCn1c(=O)c2sccc2n(Cc2ccc(F)cc2)c1=O)NCc1ccc2c(c1)OCO2
→ -28% | -9% | 13%
- COc1ccc(OC)c(NC(=O)c2cnc(Nc3ccc(C)c(Cl)c3)c3ccccc23)c1
→ i | -5% | 0%
- CCC(=O)N1CCc2cc(S(=O)(=O)NC(CC(C)C)C(=O)NCc3cccc(OC)c3)ccc21 (stereo not drawn)
→ i | 17% | 16%
- CCOC(=O)c1cnc2nc(NCc3ccc(OCC)cc3)[nH]n2c1=O
→ -3% | -3% | 0%
- CSc1ccccc1NC(=O)C1=CC(c2ccc3c(c2)OCO3)=NS(=O)(=O)N1C
→ -14% | ? | 24%
- O=C(NC1CCN(Cc2ccccc2)CC1)c1ccc(Cn2c(=O)c3ccccc3n(Cc3ccc(F)cc3)c2=O)cc1
→ i | 24% | 25%
- CN(C)c1cccc(C(=O)Nc2nc3ccc(S(=O)(=O)NC(C)(C)C)cc3s2)c1
→ -5% | 7% | 6%[9.22 µM]
- O=C(NCC1(c2ccccc2)CCCC1)C(=O)Nc1cccc(C(F)(F)F)c1
→ ? | -9% | -31%
- Cc1nc2c3ccccc3nc(NNC(=O)CCC(=O)N3CCN(c4cccc(Cl)c4)CC3)n2n1
→ -37%[inhibitor] | 15% | 20%

Quoted from the listing:
TDP43 rescue with `O=C(CCn1c(=O)c2sccc2n(Cc2ccc(F)cc2)c1=O)NCc1ccc2c(c1)OCO2` → 13%
PTHR1 ag with `CCOC(=O)c1cnc2nc(NCc3ccc(OCC)cc3)[nH]n2c1=O` → -3%

Next section:
Below each compound: PTHR1 ag | FUS suppressor | TDP43 rescue
- Cc1ccc(CSc2nc(=O)c3c(C)cc(C)nc3n2C2CC2)cc1
→ -10% | ? | 3.2µM*
- Cc1ccc(NC(=O)c2nc(S(C)(=O)=O)ncc2N(Cc2ccccc2)Cc2ccco2)c(C)c1
→ i | 17% | 11%
- Cc1ccc(NC(=O)CCCn2c(=O)c3cccn3c3cccnc32)c(C)c1
→ 24% | -15% | -2%
- C=CCC(CC=C)(CNC(=O)C(=O)Nc1ccc(C)cc1)c1ccccc1
→ 1% | -6% | -21%
- COc1ccc(OC)c(CCNc2ncnc3onc(C)c23)c1
→ -73%[inhibitor] | -35% | 3%
- Cc1cc(C)c2c(=O)cc(C(=O)Nc3ccccc3C(F)(F)F)oc2c1
→ i | 10% | 0%
- CCOc1ccc(C(c2c(C)[nH]n(-c3ccccc3)c2=O)c2c(C)[nH]n(-c3ccccc3)c2=O)cc1OC
→ -22% | 36% | 13%
- COc1ccc(NC(=O)C2CCC(CNS(=O)(=O)c3cccc4nsnc34)CC2)cc1OC (stereo not drawn)
→ -54% | 19% | 13%
- CC(=O)N1CCCc2cc(S(=O)(=O)N3CCC(C(=O)NCc4ccc(C)cc4)CC3)ccc21
→ -19% | 11% | 1%
- COc1ccc(-n2nc(C(=O)N3CCN(c4cccc(C)c4C)CC3)c3c4ccccc4n(C)c3c2=O)cc1Cl
→ 5% | -3% | -2%
- Cc1ccc(CS(=O)(=O)c2ncc(Cl)c(C(=O)Nc3nc4ccc(F)cc4s3)n2)cc1
→ -26% | 23% | ?
- CCC1Oc2ccccc2N(CC(=O)NCc2ccccc2)C1=O (stereo not drawn)
→ 15% | 21% | 24%
- Cc1ccc(-c2nnc(Nc3ccc(S(N)(=O)=O)cc3)c3ccccc23)cc1S(=O)(=O)N1CCCCC1
→ i | 1% | 5%
- COc1ccc(-c2cc(C(=O)Oc3ccc(C)cc3)c3ccccc3n2)cc1
→ -7% | 10% | 23%
- Cn1c(=O)oc2cc(S(=O)(=O)N3CCCC(C(=O)N4CCN(c5ccccc5F)CC4)C3)ccc21 (stereo not drawn)
→ -17% | -28% | 6%
- CCCC(=O)Nc1cc(C(=O)NCc2ccccc2)ccc1S(=O)(=O)c1ccc(Cl)cc1
→ i | 25% | ?
- O=C(NC1CC(=O)N(c2cccc(F)c2)C1)c1ccc2c(c1)OCO2 (stereo not drawn)
→ 3% | 4% | 18%
- COc1cc(OC)cc(C(=O)Nc2nc(-c3nnn(-c4ccc(C)cc4)c3C)ns2)c1
→ -15% | -3% | 3%
- Cc1ccccc1Nc1c(-c2ccc(N3CCOCC3)cc2)nc2ccccn12
→ -68%[inhibitor] | 23% | 24%
- CNC(=O)C1CCC(Cn2c(=O)c3sccc3n(CC(=O)N3CCCC(C)C3)c2=O)CC1 (stereo not drawn)
→ -19% | -20% | 11%
- Cc1cccc(CSc2ncc(Cl)c(C(=O)Nc3sc4c(c3C(N)=O)CCCC4)n2)c1
→ 1% | -9% | -6%
- COc1cc2c(cc1NC(=O)COc1ccc(Br)cc1)oc1ccccc12
→ -23% | -1% | 30%
- CCc1ccc(C(=O)c2cn(CC(=O)Nc3ccc4c(c3)OCCO4)c3ccc(CC)cc3c2=O)cc1
→ -2% | -17% | 12%
- CCc1ccc(CNC(=O)Cn2nc(C)n3c(cc4cc(C)ccc43)c2=O)cc1
→ i | -24% | 0%
- COCCCNc1nc2c(-c3ccccc3)nnn2c2ccccc12
→ i | 14% | 22%
- CC(=O)Nc1ccc(NC(=O)CCC(=O)c2ccc(C)cc2)cc1
→ -21% | -4% | 0%
- O=C(Nc1ccc2nc(SCc3ccccc3)sc2c1)c1ccccc1F
→ i | 7% | 10%
- O=C(Nc1cc(C(F)(F)F)ccc1Cl)c1noc2c1CCCCC2
→ -2% | -9% | 16%
- CCOc1ccc(NC(=O)CC2C(=O)N(c3ccccc3)C(=O)N2Cc2cccc(OC)c2)cc1 (stereo not drawn)
→ i | 8% | 9%
- Cc1cccc(-c2noc(-c3ccc(NCC4CCCO4)c([N+](=O)[O-])c3)n2)c1 (stereo not drawn)
→ -11% | 4% | -3%
- CCCc1nn2c(=O)cc(COC(=O)c3ccccc3NC(=O)COc3ccccc3)nc2s1
→ i | -21% | 5%
- O=S(=O)(c1ccc(F)cc1)N(CC(O)Cn1c2ccccc2c2ccccc21)c1ccccc1 (stereo not drawn)
→ i | 40% | 1%
- Cc1ccc(-c2cc(C(=O)NCc3ccccc3)c3c(-c4ccc(C)cc4)[nH]nc3n2)cc1
→ i | 1% | 18%
- O=C(Nc1sc2c(c1C(=O)NCc1ccccc1)CCCC2)c1cc(=O)c2cc(Cl)ccc2o1
→ i | -10% | 32%
- CC(C)(C)c1ccc(Cn2c(Cc3ccccc3)nc3ccccc32)cc1
→ -10% | 39% | -63%[inhibitor]
- Cc1sc2ncn(CC(=O)N3CCN(c4cccc(Cl)c4)CC3)c(=O)c2c1S(=O)(=O)N1CCC(C)CC1
→ -11% | 25µM* | 2%
- CCN(CC)CCNC(=O)C1CCN(c2nn3cc(-c4ccc(F)cc4)nc3s2)CC1
→ i | 13% | -26%
- CCOC(=O)c1c(SCC(=O)Nc2nc3ccccc3s2)nc(=O)[nH]c1C
→ -10% | 17% | 22%
- Cc1ccc(CNC(=O)CSc2nc3n[nH]c(C)c3c(=N)n2-c2ccccc2Cl)cc1
→ i | 4% | 12%
- O=[N+]([O-])c1cc(-c2nc(-c3ccccc3)no2)ccc1NCC1CCCO1 (stereo not drawn)
→ i | -2% | 10%
- COc1cc(NC(=O)CSc2nc(-c3ccco3)cc(C(F)(F)F)n2)cc(OC)c1OC
→ -8% | -7% | 15%
- CS(=O)(=O)N1CCc2cc(C(=O)Nc3ccc(S(N)(=O)=O)cc3)ccc21
→ -18% | 7% | 3%
- Cn1c(=NC(=O)c2ccc(S(=O)(=O)N3CCCc4ccccc43)cc2)sc2cc(F)ccc21
→ i | 7% | -4%
- Cc1ccc(N2CCn3c2nc2c3c(=O)n(CCc3ccccc3)c(=O)n2C)cc1C
→ i | -12% | 21%
- COc1ccccc1CNCCSc1nnnn1C
→ i | -15% | 8%
- COc1ccc(OC)c(NC(=O)Nc2c(C)n(C)n(-c3ccccc3)c2=O)c1
→ 10% | -9% | 7%
- CCc1ccccc1NC(=O)[C@@H](c1ccccc1)N1Cc2ccccc2C1=O
→ -37%[inhibitor] | -8% | 28%
- Cc1ccsc1CN(C(=O)c1oc2ccccc2c1C)C1CCS(=O)(=O)C1 (stereo not drawn)
→ -15% | 30% | ?
- CNS(=O)(=O)c1cn(CC(=O)Nc2ccc(C)cc2C)cc1S(=O)(=O)NC
→ -2% | 13% | -4%
- COc1ccc(NC(=O)c2cccn2-c2nnc(N3CCCCC3)s2)cc1Cl
→ i | ? | ?

Part of the list above, field by field:
> COc1ccc(OC)c(NC(=O)Nc2c(C)n(C)n(-c3ccccc3)c2=O)c1
  PTHR1 ag: 10%	FUS suppressor: -9%	TDP43 rescue: 7%

> CCc1ccccc1NC(=O)[C@@H](c1ccccc1)N1Cc2ccccc2C1=O
  PTHR1 ag: -37%[inhibitor]	FUS suppressor: -8%	TDP43 rescue: 28%

Next part:
Below each compound: PTHR1 ag | FUS suppressor | TDP43 rescue
- Cc1ccc(C)c(S(=O)(=O)c2nnn3c2nc(NC2CCCC2)c2sccc23)c1
→ -6% | ? | 24%
- COc1ccc(Cn2c(=O)[nH]c3cc(C(=O)N4CCN(c5cc(Cl)ccc5C)CC4)ccc3c2=O)cc1
→ -11% | -33% | 15%
- Cc1cc(NC(=O)CCNS(=O)(=O)c2cccc3nsnc23)ccc1Br
→ -92%[inhibitor] | 22% | 7%
- CC(=O)c1ccc(NC(=O)c2ccc(-c3nc(CSc4ccccc4)c(C)o3)cc2)cc1
→ -53%[inhibitor] | ? | 11%
- Cc1ccccc1Nc1c(-c2ccc(Cl)s2)nc2cccc(C)n12
→ i | -6% | 6%
- CCN(C(=O)CSc1nc2ccccc2n1CC(=O)N1CCCC(C)C1)c1ccccc1 (stereo not drawn)
→ i | 3% | -1%
- Cc1ccc(-c2nnc(Nc3cccc(O)c3)c3ccccc23)cc1S(=O)(=O)N1CCOCC1
→ -21% | 40% | 6%
- COc1cc(NC(=O)N2CCC(CN3CCc4ccccc4C3)CC2)cc(OC)c1
→ i | -4% | 14%
- Cc1nn2c(=O)cc(COC(=O)c3ccccc3NC(=O)C3CCCCC3)nc2s1
→ -12% | -8% | 10%
- CCC(=O)N1CCc2cc(S(=O)(=O)NC(Cc3ccccc3)C(=O)Nc3ccc(Cl)cc3)ccc21 (stereo not drawn)
→ -38%[inhibitor] | -11% | 13%
- Cc1oc2ccc(O)c(CN(C)Cc3ccccc3)c2c1C(=O)Nc1cccc(C(F)(F)F)c1
→ -83%[inhibitor] | 43% | 4%
- CCOc1ccc(C2CC(=O)Nc3nc(SCc4ccccc4C)[nH]c(=O)c32)cc1OC (stereo not drawn)
→ -37% | -7% | -30%[inhibitor][9.22 µM]
- Cc1nn(CCC(=O)N2CCN(c3ccccc3F)CC2)c(C)c1S(=O)(=O)N1CCCC1
→ 0% | 19% | 16%
- COc1ccccc1CNC(=O)c1c2c(nc3ccccc13)C(=O)N(C1CCCCC1)C2
→ -34% | -1% | 10%
- CCOCCCNc1nc2ccccc2n2c(CC)nnc12
→ -13% | 5% | 7%
- Cc1nc2cccnc2n1C1CCN(S(C)(=O)=O)CC1
→ -12% | -14% | 3%
- CCC1CN(C(=O)Nc2cc(OC)cc(OC)c2)c2ccccc2S1 (stereo not drawn)
→ ? | 33% | ?
- COc1cc2ccccc2cc1C(=O)Nc1cccc(-c2nc3cc(C)c(C)cc3o2)c1
→ -18% | -19% | 18%

Screens: PubChem BioAssay, National Center for Advancing Translational Sciences (NCATS)

This is a subset; rates above refer to the full screens.
